# Screens deposited in PubChem by University of Kansas High Throughput Screening Laboratory.
# mHTT-CaM PPI inh: mutant huntingtin-calmodulin interaction inhibitors – biochemical, AlphaScreen, primary screen. AID 1671202, 2021. P42858. inhibition, % at 15 µM. AlphaScreen His-mHTT/GST-CaM binding, luminescence. 3.6% of 190,000 active;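 further: 0% = both proteins with DMSO and 100% = one protein alone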
# Target sequence (P42858 whole entry, looked up, stated change not applied): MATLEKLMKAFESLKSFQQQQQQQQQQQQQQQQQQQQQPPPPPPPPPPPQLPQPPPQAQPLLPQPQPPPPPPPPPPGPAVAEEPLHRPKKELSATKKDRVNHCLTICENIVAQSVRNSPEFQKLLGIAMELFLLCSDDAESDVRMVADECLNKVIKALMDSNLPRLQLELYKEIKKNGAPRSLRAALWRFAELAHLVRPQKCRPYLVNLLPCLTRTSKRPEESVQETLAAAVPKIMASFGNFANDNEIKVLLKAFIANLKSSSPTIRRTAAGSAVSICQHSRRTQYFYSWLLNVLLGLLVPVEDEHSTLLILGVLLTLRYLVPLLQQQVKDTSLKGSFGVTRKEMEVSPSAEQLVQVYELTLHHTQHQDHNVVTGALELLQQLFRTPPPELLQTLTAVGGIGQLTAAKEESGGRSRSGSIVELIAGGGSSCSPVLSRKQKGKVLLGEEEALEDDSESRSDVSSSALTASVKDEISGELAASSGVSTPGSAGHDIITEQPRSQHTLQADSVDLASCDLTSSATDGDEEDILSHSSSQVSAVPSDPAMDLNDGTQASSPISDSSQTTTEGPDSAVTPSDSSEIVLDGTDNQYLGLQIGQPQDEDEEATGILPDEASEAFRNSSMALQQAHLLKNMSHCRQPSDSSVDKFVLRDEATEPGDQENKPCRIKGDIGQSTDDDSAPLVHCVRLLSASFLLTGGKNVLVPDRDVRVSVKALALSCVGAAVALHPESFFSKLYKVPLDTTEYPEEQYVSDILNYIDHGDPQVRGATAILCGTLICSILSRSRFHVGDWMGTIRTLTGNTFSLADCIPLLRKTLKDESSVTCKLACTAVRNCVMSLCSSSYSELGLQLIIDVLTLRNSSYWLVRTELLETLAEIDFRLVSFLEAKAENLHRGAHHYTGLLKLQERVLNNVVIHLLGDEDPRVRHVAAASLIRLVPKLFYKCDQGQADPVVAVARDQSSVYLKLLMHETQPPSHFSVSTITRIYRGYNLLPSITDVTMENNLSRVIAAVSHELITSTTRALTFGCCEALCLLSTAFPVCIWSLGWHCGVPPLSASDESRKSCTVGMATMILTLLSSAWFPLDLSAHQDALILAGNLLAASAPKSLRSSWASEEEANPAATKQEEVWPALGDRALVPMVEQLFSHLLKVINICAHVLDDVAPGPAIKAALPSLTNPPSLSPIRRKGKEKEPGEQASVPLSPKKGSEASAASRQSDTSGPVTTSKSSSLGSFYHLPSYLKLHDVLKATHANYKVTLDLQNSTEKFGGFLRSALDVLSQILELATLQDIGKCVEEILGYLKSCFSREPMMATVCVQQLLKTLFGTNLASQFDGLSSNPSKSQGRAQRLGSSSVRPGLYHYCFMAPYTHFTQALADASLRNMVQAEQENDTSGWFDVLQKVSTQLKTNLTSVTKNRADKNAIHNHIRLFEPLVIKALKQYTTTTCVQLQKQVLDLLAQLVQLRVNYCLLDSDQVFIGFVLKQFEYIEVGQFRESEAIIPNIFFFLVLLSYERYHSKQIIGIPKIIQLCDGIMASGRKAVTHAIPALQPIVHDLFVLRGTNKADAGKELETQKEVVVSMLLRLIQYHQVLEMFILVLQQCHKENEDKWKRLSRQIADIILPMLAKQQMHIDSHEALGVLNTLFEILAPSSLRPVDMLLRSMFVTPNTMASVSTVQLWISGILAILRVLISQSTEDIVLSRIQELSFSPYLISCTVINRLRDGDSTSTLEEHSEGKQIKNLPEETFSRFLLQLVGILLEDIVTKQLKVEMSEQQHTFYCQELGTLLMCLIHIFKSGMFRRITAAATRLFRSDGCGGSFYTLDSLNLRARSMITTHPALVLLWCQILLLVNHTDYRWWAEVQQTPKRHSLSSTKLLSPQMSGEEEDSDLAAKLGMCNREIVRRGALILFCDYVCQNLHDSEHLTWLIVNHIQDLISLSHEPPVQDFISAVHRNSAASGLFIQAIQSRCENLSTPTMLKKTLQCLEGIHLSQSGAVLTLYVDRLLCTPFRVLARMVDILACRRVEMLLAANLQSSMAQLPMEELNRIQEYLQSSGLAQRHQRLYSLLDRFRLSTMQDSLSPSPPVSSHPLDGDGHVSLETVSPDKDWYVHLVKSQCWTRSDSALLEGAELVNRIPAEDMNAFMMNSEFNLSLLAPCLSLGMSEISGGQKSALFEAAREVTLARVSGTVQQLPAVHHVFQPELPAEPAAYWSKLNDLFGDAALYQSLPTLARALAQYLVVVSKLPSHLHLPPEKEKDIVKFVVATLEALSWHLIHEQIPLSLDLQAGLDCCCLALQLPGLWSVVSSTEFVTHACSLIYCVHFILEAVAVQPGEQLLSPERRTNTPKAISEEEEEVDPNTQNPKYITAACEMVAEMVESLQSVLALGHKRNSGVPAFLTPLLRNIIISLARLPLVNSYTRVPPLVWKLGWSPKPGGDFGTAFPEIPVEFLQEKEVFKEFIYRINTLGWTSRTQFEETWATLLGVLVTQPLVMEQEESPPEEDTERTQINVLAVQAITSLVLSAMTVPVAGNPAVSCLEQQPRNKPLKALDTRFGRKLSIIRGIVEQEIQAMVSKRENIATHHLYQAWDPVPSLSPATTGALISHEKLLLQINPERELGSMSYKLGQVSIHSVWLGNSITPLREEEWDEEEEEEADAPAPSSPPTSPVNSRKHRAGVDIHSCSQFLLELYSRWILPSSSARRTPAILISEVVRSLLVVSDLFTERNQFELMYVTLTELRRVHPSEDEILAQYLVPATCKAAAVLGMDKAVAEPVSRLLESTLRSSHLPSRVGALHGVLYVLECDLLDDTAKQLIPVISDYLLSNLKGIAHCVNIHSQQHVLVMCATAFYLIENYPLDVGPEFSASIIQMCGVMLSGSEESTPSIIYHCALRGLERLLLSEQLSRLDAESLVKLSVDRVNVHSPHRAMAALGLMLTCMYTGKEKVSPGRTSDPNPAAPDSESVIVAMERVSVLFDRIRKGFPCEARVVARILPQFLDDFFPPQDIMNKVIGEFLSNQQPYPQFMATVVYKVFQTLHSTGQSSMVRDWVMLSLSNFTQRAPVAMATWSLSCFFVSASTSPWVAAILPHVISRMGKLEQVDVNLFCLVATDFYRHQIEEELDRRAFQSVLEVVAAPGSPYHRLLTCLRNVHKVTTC
# Pf apPOL inh: Pf-apPOL inhibitors, biochemical, fluorescence | Plasmodium falciparum apicoplast DNA polymerase (apPOL) | 0.25% of 210,000 active | Recombinant Pf-apPOL, molecular beacon fluorescence, 1.5 h | inhibition, % at 10 µM
# An asterisk follows results filed as active; x = no result given; & = joins results of further samples. No stated cut-off is given here; in the data, active means inhibition above about 50%; inactive means the rest.
# Results follow in this order: mHTT-CaM PPI inh	Pf apPOL inh
CN(CC(=O)NCCc1ccccc1)S(=O)(=O)c1ccc(Br)s1
    -6	-4
O=S(=O)(Nc1ccc(Cl)cc1)c1ccc2nncn2c1
    0	-3
Cc1ccc(CNC(=O)CN2C(=O)CCCc3ccccc32)cc1
    2	2
COc1ccc(C)cc1NC(=O)C1CCCN(C(=O)c2ccc(F)c(F)c2)C1 (stereo not drawn)
    -1	-33
COCc1cc(=O)n2c(-c3ccccc3OC)n[nH]c2n1
    7	0
C=CCNC(=O)N1CC(Oc2ccc(Cl)cc2)C1
    x	-24
COc1ccccc1NC(=O)c1ccccc1Cl
    -6	-3
O=C(c1ccccn1)N1CCC2(CC1)NC(=O)N(Cc1ccccc1Cl)C2=O
    2	-3
C=CCn1c(SCc2ccc(OC)c([N+](=O)[O-])c2)nnc1-c1cccc(Br)c1
    13	-2
O=C1Nc2cc(C(=O)N3CCCCC3)ccc2SC1N1CCCC1 (stereo not drawn)
    3	-16
Cc1ccc(CC2C(=O)N(c3ccc(C)cc3)C(=O)C2C)cc1 (stereo not drawn)
    -29	0
Cc1c(C(=O)Nc2c(N)nc(SCc3cccc(Cl)c3)[nH]c2=O)cccc1[N+](=O)[O-]
    -17	-6
O=C(Nc1ccc(I)cc1C(=O)N1CCCC1)c1ccc(F)cc1
    -1	0
CCCC12CN3CC(C)(CN(C1)C3c1cccc(Br)c1)C2=O (stereo not drawn)
    -3	-4
COc1ccc(OC)c(-c2cc(N)c(=O)n(CC(=O)NCc3ccc4c(c3)OCO4)n2)c1
    -10	-20
CCCCNC(=O)[C@@H]1CC=C[C@@H]2CCN(Cc3ccc(OC)c(OC)c3)C(=O)[C@@H]21
    2	-3
NC(=O)c1ccc(-n2nnnc2SCc2cccc([N+](=O)[O-])c2)cc1
    6	-7
O=C(CSc1ccc(Sc2ccc(SCC(=O)NC3CC3)cc2)cc1)NC1CC1
    -7	-6
CCCCN(C)CCNS(=O)(=O)c1ccc(OCC)c2ncccc12
    2	0
COc1ccc([N+](=O)[O-])cc1NC(=O)CCN1CCCC1
    3	4
COc1cc(/C=c2\sc3nc(=O)c(C)nn3c2=O)ccc1OCC(C)C
    -20	-2
CCOC(=O)C(C#N)=CNc1nc2ccc(C)cc2s1
    x	14
OCCN(Cc1ccccc1)CC1CCCCC1
    -5	-4
O=C(Nc1cnc(N2CCCC2)nc1)c1cc(F)cc(F)c1
    4	-2
NC(=O)Cn1cnc(-c2ccc(Cl)cc2)c1
    1	-4
Cc1cccc(NC(=O)C2CCc3nc(N4CCN(C(=O)C(C)C)CC4)sc3C2)c1 (stereo not drawn)
    1	2
COCc1cc(C)nc2sc(-c3ccc([N+](=O)[O-])cc3)c(-n3cccc3)c12
    4	-3
CCOc1ccc(N=c2scc(-c3ccccc3)n2CCO)cc1
    35	-3
CCOc1ccc(N2CC(C(=O)Nc3ccccc3OC)CC2=O)cc1 (stereo not drawn)
    -4	-3
COc1ccc(N2CCN(C(=O)CN(C)S(=O)(=O)c3ccc(Cl)cc3)CC2)cc1
    17	89*

# A second format for part of the listing above.
structure	mHTT-CaM PPI inh	Pf apPOL inh
O=S(=O)(Nc1ccc(Cl)cc1)c1ccc2nncn2c1	0	-3
COc1ccccc1NC(=O)c1ccccc1Cl	-6	-3

# The main list resumes, repeating the 2 entries before the break.
# Results follow in this order: mHTT-CaM PPI inh	Pf apPOL inh
CCOc1ccc(N2CC(C(=O)Nc3ccccc3OC)CC2=O)cc1 (stereo not drawn)
    -4	-3
COc1ccc(N2CCN(C(=O)CN(C)S(=O)(=O)c3ccc(Cl)cc3)CC2)cc1
    17	89*
CC(C)CC(C(=O)Nc1cccc(O)c1)N1C(=O)c2ccccc2C1=O (stereo not drawn)
    10	-8
Cc1ccc(C(=O)N2CCCCC2CCN(C)C)s1 (stereo not drawn)
    -1	-2
C=C(C)Cn1c(C(=O)N2CCOCC2)cc2sccc21
    -6	-3
CN(C(=O)c1cc(N2C(=O)CCS2(=O)=O)ccc1Cl)C1CCS(=O)(=O)C1 (stereo not drawn)
    -15	2
CSc1nnc2c(n1)OC(c1cccc(C)n1)N(C(C)=O)c1ccccc1-2 (stereo not drawn)
    -8	2
c1ccc(-n2cnnc2C2CCCN(Cc3ccccn3)C2)cc1 (stereo not drawn)
    87*	-28
CCn1ccc2sc(C)c(C(=O)NC3CCCCC3)c2c1=O
    -8	-4
CC(NC(=O)C(=O)NCc1ccco1)c1ccccc1 (stereo not drawn)
    3	-7
Cc1cccc(NC(=O)c2cc3n(n2)CCCN(Cc2ccccc2)C3=O)c1
    0	-1
O=C(Nc1nccs1)C(=O)NC1CCCCCCC1
    -2	6
COc1cccc(NC(=O)CN(C)S(=O)(=O)c2ccc(Br)s2)c1
    -7	2
O=C(Cc1ccc(F)cc1)Nc1cnc(-c2cccnc2)nc1
    13	-6
CC(C)n1c2ccccc2c2nnc(SCC(=O)Nc3cccc(F)c3)nc21
    14	0
O=c1oc2c(-c3ccc(Cl)cc3)cc(O)cc2s1
    80*	0
CCc1cc(OCCN(C)C)ccc1Cl
    3	3
COc1ccc(-c2cc3nc4c(c(=O)n3[nH]2)CN(C(=O)c2cccn2C)CC4)cc1
    4	0
O=C(Cc1csc(SCC(=O)c2ccc(F)cc2)n1)NCc1cccs1
    -2	0
O=C(O)c1cccc(NC(=O)c2ccc3c(c2)C(=O)N(C2CCCCC2)C3=O)c1
    3	7
N#Cc1c(-c2ccccc2)nc(SCc2ccccc2)[nH]c1=O
    x	1
CC(=O)OC[C@H](NC(=O)[C@H](Cc1c[nH]c2ccccc12)NC(=O)OC(C)(C)C)[C@@H]1O[C@H](n2cc(CN)c(=O)[nH]c2=O)[C@@H](OC(C)=O)[C@H]1OC(C)=O
    26	-1
COc1ccc(-c2cc(C(=O)N3CCCC3c3ccccc3F)no2)cc1 (stereo not drawn)
    0	-3
C1=C(c2ccc3c(c2)OCO3)Nc2ncnn2C1c1cccs1 (stereo not drawn)
    8	0
CCOCCCNC(=O)C1(C)CCC(=O)N1Cc1ccc(C)cc1 (stereo not drawn)
    1	-3
CCOc1cccc2cc(C(=O)NCCC3=CCCCC3)c(=O)oc12
    1	-13
Cc1ncc(CO)c2cc(C(=O)Nc3ccc(C#N)cc3)c(=N)oc12
    12	0
CCc1cccc(NC(=O)Cn2cccc2-c2nnc(C3CCC3)o2)c1
    -3	-2
O=C(Nc1ccccc1F)c1ccc(OCc2ccccc2)cc1
    -3	4
O=C(Nc1ccc(NC(=O)c2ccccc2[N+](=O)[O-])cc1)c1ccccc1
    -2	1
CN1C(=O)CC(C(=O)Nc2ccccc2F)SC1=Nc1cccc(Cl)c1 (stereo not drawn)
    22	-2
COc1ccc(-c2[nH]ncc2CN2CCN(c3cc(C(F)(F)F)ccn3)CC2)cc1
    x	-9

# Random excerpt: seven entries already listed.
# Results follow in this order: mHTT-CaM PPI inh	Pf apPOL inh
O=C(Nc1ccccc1F)c1ccc(OCc2ccccc2)cc1
    -3	4
CCc1cc(OCCN(C)C)ccc1Cl
    3	3
CCOc1cccc2cc(C(=O)NCCC3=CCCCC3)c(=O)oc12
    1	-13
CCc1cccc(NC(=O)Cn2cccc2-c2nnc(C3CCC3)o2)c1
    -3	-2
N#Cc1c(-c2ccccc2)nc(SCc2ccccc2)[nH]c1=O
    x	1
Cc1ccc(C(=O)N2CCCCC2CCN(C)C)s1 (stereo not drawn)
    -1	-2
CN(C(=O)c1cc(N2C(=O)CCS2(=O)=O)ccc1Cl)C1CCS(=O)(=O)C1 (stereo not drawn)
    -15	2

# More results
# Results follow in this order: mHTT-CaM PPI inh	Pf apPOL inh
C1CCCCCCC1
    22&43&1	8&-6&0
O=C(Nc1nc(CC(=O)N2CCN(c3ccccc3F)CC2)cs1)c1ccc(=O)[nH]c1
    32	-14
COc1cc(OC)c(C2CC(c3cccc(Br)c3)Nc3ncnn32)cc1OC (stereo not drawn)
    19	-6
CC(C)(C)N1CC(O)CN(C(C)(C)C)CC(O)C1 (stereo not drawn)
    -2	-7
COc1ccc(NC(=O)Nc2cccc(OC)c2)cc1
    -1	0
COCOCCn1cc(CN2CCS(=O)(=O)N(Cc3ccc(-c4ccc(OC)nc4)cc3)C(C(C)C)C2=O)nn1 (stereo not drawn)
    42	-6
COC(=O)c1c(C)oc2ccc(OC(=O)C(C)C)cc12
    -53	1
O=C(O)CCc1ccc2c(c1)OCO2
    x	-7
COc1ccc2nc(N3CCCC(C(=O)NCCN4CCOCC4)C3)sc2c1 (stereo not drawn)
    6	-2
CC(N=Cc1ccc(O)cc1)C12CC3CC(CC(C3)C1)C2 (stereo not drawn)
    -7	1
O=C(NCc1ccccn1)Nc1ccc(F)cc1
    -4	-6
COc1ccc(S(=O)(=O)n2cnc3ccccc32)cc1C
    -6	-8
Cc1c(C(=O)Nc2cccc(I)c2)oc2ccccc12
    -4	-1
COC(=O)C1CN(Cc2cn(Cc3ccc(OC)cc3)nn2)CCS(=O)(=O)N1Cc1ccc(OC)cc1 (stereo not drawn)
    -8	-4
CCOc1ccc2nc(S(=O)(=O)O)[nH]c2c1
    7	-2
O=C(CCS(=O)(=O)c1cccs1)NCCc1ccccc1Cl
    -2	1
COc1ccc2c(c1)c(CN1CCC(C(=O)NCCCN3CCCCC3)CC1)cn2C
    18	-6
O=[N+]([O-])c1ccc(-c2nnc(-c3ccc(F)cc3)o2)cc1
    2	4
COc1cc(C)c(CN2CCN(c3ccc([N+](=O)[O-])cc3)CC2)cc1C
    33	-1
Cc1ccc(NC(=O)CC2Sc3ccc(C(F)(F)F)cc3NC2=O)cc1 (stereo not drawn)
    -1	-2
Cn1nc(C2CC2)cc1NC(=O)COc1ccc(Cl)cc1Cl
    x	-14
Nc1nnc(CCS(=O)(=O)c2ccc(Cl)cc2)s1
    0&-7	0&-2
Cc1nc2ccccn2c1C(=O)NNS(=O)(=O)c1ccc(-c2ccccn2)s1
    x	9
N#CC1(NCCCCCCNC2(C#N)CCCCC2)CCCCC1
    0	-3
COc1cccc2sc(=NC(=O)c3ccc(S(=O)(=O)N4CCCCC4)cc3)n(C)c12
    -6	0
CCc1cc(C(=O)Cc2cscn2)c(O)cc1O
    0	-20
CCc1[nH]nc(-c2ccc(OC)cc2)c1NC(=O)C1CCCC1
    9	4
Cc1cc(C)cc(N(C(=O)C23CC4CC(CC(C4)C2)C3)C2C=CS(=O)(=O)C2)c1 (stereo not drawn)
    -3	-3
O=C(NC1CCCCC1NC(=O)C1CC1c1ccccc1)C1CC1c1ccccc1 (stereo not drawn)
    9	-2
O=C(Nc1ccccc1)OCCOc1ccc(I)cc1
    -12	-1

# Full records from above. Values in the order: mHTT-CaM PPI inh, Pf apPOL inh
# COc1ccc(C)cc1NC(=O)C1CCCN(C(=O)c2ccc(F)c(F)c2)C1 (stereo not drawn) as listed: -1, -33
# O=C(NC1CCCCC1NC(=O)C1CC1c1ccccc1)C1CC1c1ccccc1 (stereo not drawn) as listed: 9, -2
# COc1ccc(-c2cc3nc4c(c(=O)n3[nH]2)CN(C(=O)c2cccn2C)CC4)cc1 as listed: 4, 0
# Cc1ccc(NC(=O)CC2Sc3ccc(C(F)(F)F)cc3NC2=O)cc1 (stereo not drawn) as listed: -1, -2

# Going on with the list.
# Results follow in this order: mHTT-CaM PPI inh	Pf apPOL inh
CC1(C)OC(=O)C(=CNc2ccc(F)c(F)c2)C(=O)O1
    2	3
COc1ccc(OCC(=O)Nc2ccc(N3CCN(C(=O)c4ccccc4)CC3)cc2)cc1
    14	-6
O=S(=O)(Nc1cccc(F)c1)c1ccc(-c2ccccc2)cc1
    79*	-4
CC(C)CC(=O)Nc1c2c(nn1C(C)(C)C)CSC2
    21	-4
Cc1nc(C(=O)NCc2cccc(Cl)c2)c(C)n1C1CCN(S(C)(=O)=O)CC1
    16	-6
Cc1ccc(NC(=O)C2(NC(=O)Cn3nnnc3N)CCCCC2)cc1
    2	-2
COc1cc(S(=O)(=O)NCc2cccnc2)c(OC)cc1Br
    3	-2
COc1ccc(C2=NC3(CCN(CC(=O)Nc4ccccc4C)CC3)NC2=O)cc1
    0	-1
Cc1ccccc1CNC(=O)c1ccc2c(c1)n(C)c(=O)c1ccnn12
    16	4
Oc1c(C=NCc2ccccc2)[nH]c2ccc(Br)c(Cl)c12
    36	8
Cc1cc(O)ccc1NC(=O)CC(NCCC1=CCCCC1)C(=O)O (stereo not drawn)
    -7	-2
CC1=C(C(=O)Nc2cccc(C(F)(F)F)c2)C(c2ccccc2)C2=C(CC(C)(C)CC2=O)N1 (stereo not drawn)
    92*	1
Cc1cccc(OCC2CN(C(=O)Nc3ccccc3)CCO2)c1 (stereo not drawn)
    -8	-3
Cc1cccc(C(=O)CC(=O)c2cc(C)ccc2O)c1
    46	1
Fc1ccc(CNCc2noc(-c3ccccc3Cl)n2)cc1
    47	-7
COCCN1C(=O)Cc2ccccc2C1C(=O)NCc1ccccc1 (stereo not drawn)
    3	-2
COCCNC(=O)c1ccc(NS(=O)(=O)c2ccc(C(C)(C)C)cc2)cc1
    -15	-2
CCOC(=O)C1CCN(C(=O)CCc2csc(NC(=O)NC3CCCCC3)n2)CC1
    -11	-3
COc1cccc(C2CC(c3cccc(NS(C)(=O)=O)c3)=NN2C(=O)C(C)(C)C)c1O (stereo not drawn)
    2	-6
CCOc1ccccc1CN1C(=O)CCC1(C)C(=O)NC1CCCC(C)C1C (stereo not drawn)
    20	-10
Cc1c(C(=O)Nc2c3c(nn2C(C)(C)C)CS(=O)(=O)C3)cccc1[N+](=O)[O-]
    -1	-9
O=C(Cc1ccccc1)NCCc1nc2ccccc2[nH]1
    8	-5
